bCat nuc transl = beta-catenin nuclear translocation modulation. HeLa beta-catenin nuclear translocation, immunofluorescence imaging. nuclear translocation activity, % at 5 µM. 190,000 tested, 0.3% active;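 active = nuclear translocation activity above 50% at 5 µM, with a well cell count of 50 or more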;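 note: per-cell ratio of nuclear to cytoplasmic median beta-catenin stain intensity; plate controls were DMSO negative control for no effect and GSK-3 inhibitor IX positive control for full effect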
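System: HeLa cells, endogenous beta-catenin; compound dosing: 5 µM primary single dose, 0.1% DMSO, 0.02–20 µM confirmation series; incubation: 24 h compound exposure at 37°C, 5% CO2; signal: beta-catenin immunofluorescence imaging with DAPI; evaluation: % activation, nuclear-to-cytoplasmic median beta-catenin signal ratio per cell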
M17LAP inhibition = P. falciparum M17LAP inhibitors, primary screen, biochemical, fluorogenic H-Leu-NHMec substrate, 1536-well (AID 1619); recombinant M17LAP, H-Leu-NHMec fluorogenic kinetic assay; higher % means a stronger effect; 220,000 tested, 0.38% active; one-dose inhibition, % at 30 µM; IC50 in µM for titrated hits;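 active = compound inhibiting the enzyme by more than half at any dose during confirmatory dose-response retesting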;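 note: plate controls were full reaction with DMSO carrier for no effect and no enzyme background for full effect; strong numbers were not always called active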
Dynein cargo inh = blocks dynein driven cargo transport along microtubules; 3617.4 mouse cells, GR-EGFP nuclear translocation imaging; test concentration mostly 20 µM; stimulated with dexamethasone, 1 µM; stronger effect = lower value; z-score, hits read low; AID 1381; 220,000 tested, 0.47% active;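 active = plate z-score of nuclear minus cytoplasmic receptor signal below a set negative limit, without overly bright fluorescence or cell loss, cut at about -3.5 in these data, passing the limit was not always enough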;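 note: z-score of nuclear minus cytoplasmic ring GR-EGFP intensity difference per well; some compounds called inactive have numbers as strong as hits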
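Buffer or medium: tet-free, stripped-serum medium; reagent: dexamethasone at 1.0 µM final, 30 min; incubation: 48 h induction, 1 h compound, 30 min dex at 37 °C; measured by: formaldehyde fixation, Hoechst nuclear stain, 10x automated fluorescence imaging; read-out: nuclear-to-cytoplasmic GR-EGFP distribution per well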
T cell HTS = T cell immune modulators affecting CD8 T cell-vesicle binding. 2C CD8+ T cell-vesicle binding, flow cytometry; stronger effect = lower value. calls only at 7 µM. 330,000 tested, 0.068% active;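 active = response, share of CD8 T cells binding vesicles, and their 90th percentile fluorescence all below set limits, cut at about 80% in these data, passing the limit was not always enough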
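Also added: QL9-peptide-loaded Drosophila micro-vesicles bearing Ld, ICAM-1 and B7-1; Test system: purified 2C TCR transgenic mouse naive CD8+ T cells; Measured by: cytometric PE anti-B7-1 and Alexa647 anti-CD8 signals after 1% paraformaldehyde fixation; Timing: binding step 1.5 h, 37 °C, antibody labelling 20 min, ice.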
Autophagy HCS = modulators of autophagy; AID 463193; 190,000 tested, 0.98% active; MEF GFP-LC3 puncta imaging; test concentration mostly 10 µM; calls only at 10 µM (by protocol);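 active = percentage of spot-positive cells more than 3 SD above its plate mean, without a fluorescence outlier flag or 80% toxicity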;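 note: spot-positive cell cutoff set from DMSO-treated cells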
Yfh1-depleted yeast = mitochondrial function rescue without frataxin homolog – Friedreich's ataxia, plus single-dose screen, dose response (AID 1465); one-dose fold induction at 50 µM; EC50 in µM for titrated hits; 220,000 tested, 0.074% active; S. cerevisiae Yfh1-off respiration, WST-1 reduction, 72 h; higher fold induction means a stronger effect;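 active = fold induction of absorbance versus untreated yeast above a set limit, then at least 30% activation at any dose in follow-up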;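 note: activators that raise dye reduction in frataxin-depleted yeast; strong numbers were not always called active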
WT yeast gro inh = growth inhibition of WT yeast, mitochondrial fusion screen | mitochondrial fusion phenotypic screen, WT strain | inhibition, % at 10 µM | 190,000 tested, 2.1% active; in the data active = inhibition above about 58%; tested in S. cerevisiae
MT stabilize HCS = stabilizes microtubules in HeLa cells. AID 2205. 200,000 tested, 0.83% active. HeLa tubulin immunostaining HCS, 24 h; share of cells brighter than vehicle mean+2SD. % tubulin-high responders, % at 10 µM;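 active = plate Z-score above 3 for both tubulin-high and condensed-nucleus cell shares, with cell loss under 80%, at 10 µM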;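 note: anti alpha tubulin signal scored within the nucleus-defined area of each cell; some results filed as inactive read as strong as hits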
M1AAP inhibition = P. falciparum M1AAP inhibitors, biochemical, fluorogenic H-Leu-NHMec substrate, 1536-well (AID 1445). recombinant M1AAP, H-Leu-NHMec fluorogenic kinetic assay; higher % means a stronger effect. inhibition, % at 30 µM, or IC50 in µM where a hit was titrated. 220,000 tested, 0.42% active;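 active = primary inhibition above the hit cutoff, then over 50% inhibition at one or more dose response concentrations, cut at about 23% in these data, passing the limit was not always enough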;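 note: plate controls were DMSO full reaction for no effect and no enzyme background for full effect; strong numbers were not always called active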
WT yeast gro inh mutant strain = second read-out of WT yeast gro inh, no call of its own (marks repeat the call); inhibition, %; mitochondrial fusion phenotypic screen, mutant strain inhibition
Dynein cargo inh cytoplasmic EGFP = second read-out of Dynein cargo inh, no call of its own (marks repeat the call); z-score; measured here: cytoplasmic GR-EGFP intensity; stronger effect = higher value
Dynein cargo inh nuclear GR-EGFP = recorded beside Dynein cargo inh, whose call it bears; z-score; measured here: nuclear GR-EGFP intensity;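 lower value marks the stronger effect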
Dynein cargo inh cell count = further read-out of Dynein cargo inh, marked with its call; z-score; measured here: cell count per field
bCat nuc transl cell count 5 µM = recorded beside bCat nuc transl, whose call it bears; cell count; measured here: cell count, cytotoxicity flag
T cell HTS vesicle-bound % = second read-out of T cell HTS, no call of its own (marks repeat the call); double positive events, %; measured here: CD8+ vesicle-bound cell fraction;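 binding gate set so that unloaded-vesicle control wells show 10% double positive cells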
MT stabilize HCS Hoechst-high % = recorded beside MT stabilize HCS, whose call it bears; % Hoechst-high responders; measured here: nuclear condensation Hoechst responders;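 share of cells brighter than vehicle mean plus two SD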
MT stabilize HCS cytotoxicity % = further read-out of MT stabilize HCS, marked with its call; toxicity, %; measured here: cytotoxicity by cell density;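 0% = mean cell density of plate MIN control wells and 100% = no cells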
Autophagy HCS cell loss 18 h = also measured in Autophagy HCS; calls as there; toxicity, %; measured here: cell loss, nuclei count;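 cell loss after 18 h compound exposure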
* marks the source's active call; other numbers are inactive results; i = inactive; x = not tested or not shown; + = active, no number.

SMILES | bCat nuc transl | bCat nuc transl cell count 5 µM | M17LAP inhibition | Dynein cargo inh | Dynein cargo inh cytoplasmic EGFP | Dynein cargo inh nuclear GR-EGFP | Dynein cargo inh cell count | T cell HTS | T cell HTS vesicle-bound % | Autophagy HCS | Autophagy HCS cell loss 18 h | Yfh1-depleted yeast | WT yeast gro inh | WT yeast gro inh mutant strain | MT stabilize HCS | MT stabilize HCS Hoechst-high % | MT stabilize HCS cytotoxicity % | M1AAP inhibition
Cc1cccc(NC(=O)c2cccc(N3C(=O)C4C5CCC(C5)C4C3=O)c2)c1C (stereo unspecified) | -2.1 | 1392 | 5% | -0.35 | -0.23 | 0.22 | 0.44 | i | 48 | i | -28 | i | -18 | -2 | 2.9 | 1.7 | 6.4 | 2%
COc1cc(/C=N/OCC(=O)NC23CC4CC(CC(C4)C2)C3)ccc1OCc1ccccc1 | 1.5 | 992 | -4% | 0.53 | -0.29 | 0.28 | -0.23 | i | 53 | i | 5 | i | 50 | 16 | 6.9 | 2.1 | 5.1 | 1%
Cc1cc(C)n(/N=C/c2cccc([N+](=O)[O-])c2)c(=O)c1 | -1.2 | 985 | -8% | 0.78 | -0.24 | 0.014 | 0.3 | i | 42 | i | -10 | i | 18 | 13 | 3.1 | 2.5 | 0.0 | 2%
O=c1c2c3c(sc2n2cnnc2n1CCc1ccccc1)CCCC3 | -0.7 | 1043 | -1% | 0.22 | -0.19 | -0.1 | -1 | i | 18 | i | 0 | i | -4 | 7 | 3.6 | 2.6 | 3.5 | 0%
COc1ccc2oc(-c3ccc(NC(=O)c4ccc(N5CCOCC5)c([N+](=O)[O-])c4)cc3)nc2c1 | -1.0 | 1168 | 6% | -1.2 | -0.21 | -0.73 | 0.24 | i | 46 | i | 12 | i | 8 | -13 | 5.4 | 3.0 | 2.4 | 0%
CCOc1ccc(S(=O)(=O)N2c3ccccc3CC2C)cc1 (stereo unspecified) | 163* | 377* | -1% | 0.2 | -0.25 | 0.22 | -0.49 | i | 54 | + | 70* | i | 11 | 8 | 17* | 59* | 41* | 9%
CC(C)(C)[C@@H]1C=C(C(=O)N2CCN(Cc3ccccc3)CC2)O[C@H](OCCCCO)C1 | -1.6 | 1107 | 2% | 0.034 | -0.19 | 0.31 | -0.095 | i | 42 | i | -2 | i | 5 | 9 | 3.4 | 2.2 | 8.1 | 9%
COc1ccc(C(=O)Nc2nc3ccc(S(C)(=O)=O)cc3s2)cc1OC | -1.6 | 1033 | -4% | -0.5 | 0.9 | 0.49 | 0.48 | i | 59 | i | -6 | i | 14 | 8 | 3.0 | 2.6 | 7.6 | 2%
COc1cc(OC)c(C(=O)OCC(=O)N2CC(=O)Nc3ccccc32)cc1OC | -0.8 | 1120 | 17% | -0.8 | -0.26 | -0.49 | 0.92 | i | 32 | i | 0 | i | -6 | -6 | 2.2 | 1.7 | 3.2 | 1%
O=C(c1cnn2c(C(F)F)cc(-c3ccccc3)nc12)N1CCc2ccccc21 | 2.4 | 1483 | 4% | -0.055 | -0.05 | 0.0074 | 0.4 | i | 54 | i | -30 | i | -1 | 0 | 5.4 | 1.5 | 2.9 | 6%
COc1ccc2nc(NC(=O)CSc3nc4ccccc4o3)sc2c1 | -5.3 | 812 | 1% | -1.3 | -0.21 | -0.49 | 0.62 | i | 40 | i | 47 | i | -1 | -11 | 1.1 | 2.0 | 14 | 4%
O=C(Nc1nc(-c2cc3ccccc3oc2=O)cs1)c1ccco1 | 3.5 | 788 | -10% | -0.78 | -0.25 | -0.088 | 1.2 | i | 52 | i | -6 | i | 1 | -6 | 6.0 | 1.5 | 5.3 | 13%
CCOc1ccc(Br)cc1S(=O)(=O)Nc1ccc(Cl)c(S(=O)(=O)N(CC)c2ccccc2)c1 | 0.7 | 999 | 4% | 0.21 | -0.27 | -0.21 | 0.16 | i | 19 | i | -10 | i | 5 | -6 | 1.7 | 5.3 | 12 | 9%
O=C(O)c1ccc(S(=O)(=O)c2ccc3c(c2)C(=O)N(CC2CCCO2)C3=O)cc1 (stereo unspecified) | -9.2 | 1030 | 11% | 1.7 | -0.17 | 1 | -1.7 | i | 24 | i | -13 | i | 2 | 12 | 3.5 | 2.6 | 21 | 1%
Cc1cc2ncn(CC(O)COc3cccc(C(=O)O)c3)c2cc1C (stereo unspecified) | -1.0 | 1022 | 0% | -0.6 | -0.25 | -0.15 | 0.5 | i | 39 | i | -5 | i | 30 | -3 | 4.7 | 6.7 | 10 | 1%

Arranged by the number under T cell HTS vesicle-bound % (falling): some entries from above
| molecule | T cell HTS vesicle-bound % |
| --- | --- |
| COc1ccc(C(=O)Nc2nc3ccc(S(C)(=O)=O)cc3s2)cc1OC | 59 |
| COc1cc(OC)c(C(=O)OCC(=O)N2CC(=O)Nc3ccccc32)cc1OC | 32 |
| O=c1c2c3c(sc2n2cnnc2n1CCc1ccccc1)CCCC3 | 18 |

Continued.
SMILES | bCat nuc transl | bCat nuc transl cell count 5 µM | M17LAP inhibition | Dynein cargo inh | Dynein cargo inh cytoplasmic EGFP | Dynein cargo inh nuclear GR-EGFP | Dynein cargo inh cell count | T cell HTS | T cell HTS vesicle-bound % | Autophagy HCS | Autophagy HCS cell loss 18 h | Yfh1-depleted yeast | WT yeast gro inh | WT yeast gro inh mutant strain | MT stabilize HCS | MT stabilize HCS Hoechst-high % | MT stabilize HCS cytotoxicity % | M1AAP inhibition
COC(=O)CCC(=O)Nc1sc(C)c(C)c1C(N)=O | 1.7 | 621 | 9% | -0.65 | -0.24 | 0.28 | -0.14 | i | 37 | i | 15 | i | -6 | -1 | 2.8 | 3.1 | 3.2 | 3%
COn1c(SCc2ccccc2)nc2ccccc2c1=O | 3.5 | 1309 | 4% | 0.0085 | -0.25 | -0.63 | -0.42 | i | 40 | i | -3 | i | 43 | 19 | 3.1 | 1.0 | 2.9 | 5%
Cc1ccccc1NC(=O)c1c(C)cc(=O)oc1C | -1.5 | 1405 | -6% | -0.9 | -0.82 | -0.72 | 0.2 | i | 47 | x | x | i | x | x | x | x | x | 2%
Cc1[nH]c(=O)[nH]c(=O)c1S(=O)(=O)N1CCCC1 | -0.5 | 1429 | 7% | -1.2 | -0.23 | -0.88 | 0.78 | i | 35 | i | 12 | i | 7 | -17 | 3.2 | 1.5 | 3.0 | -2%
CCOC(=O)c1nnn(-c2nonc2N)c1COc1cc(C)c(Cl)c(C)c1 | -0.7 | 1065 | x | -0.55 | -0.22 | 0.06 | 0.0089 | i | 9 | i | -1 | i | x | x | 2.9 | 1.7 | 9.2 | x
CCCCCCN(C(=O)CCCCCN1C(=O)NC(c2ccc(C3CCCCC3)cc2)C(C(=O)OCc2ccccc2)=C1C)C(C(=O)NCCCC)c1ccc(OCC(=O)OC)c(C(=O)OC)c1 (stereo unspecified) | 2.8 | 1023 | 5% | 0.4 | -0.68 | 0.36 | -0.66 | x | x | x | x | i | x | x | x | x | x | 2%
CC(C)NC(=O)c1ccccc1S(=O)(=O)c1ccccc1C#N | 0.5 | 1334 | 13% | -0.15 | -0.18 | -0.27 | 0.7 | i | 45 | i | 1 | i | 4 | 4 | 1.9 | 1.2 | 6.2 | 2%
Cc1cc(C(=O)NC(C)c2ccncc2)cs1 (stereo unspecified) | -0.5 | 1016 | 18% | 0.16 | -0.25 | 0.45 | 0.75 | i | 40 | i | -6 | i | -3 | -26 | 2.8 | 3.2 | 7.8 | 0%
COCCSc1ccccc1C(=O)Nc1ccc([N+](=O)[O-])cc1OC | -4.8 | 1130 | -1% | 0.44 | -0.32 | 0.95 | -0.44 | i | 37 | i | 3 | i | -5 | 14 | 2.9 | 2.4 | 9.8 | 4%
CCN(C(=O)c1ccc(NC(C)=O)cc1)c1ccccc1C | -4.4 | 1131 | -4% | -0.31 | -0.21 | -0.2 | 0.75 | i | 10 | i | 1 | i | 13 | 21 | 3.0 | 2.7 | 8.3 | 2%
N=C1C(c2nc3ccccc3[nH]2)=C(O)CN1C1CCCCC1 | 0.4 | 1335 | -8% | -0.22 | -0.22 | 0.032 | 0.13 | i | 22 | x | x | i | x | x | x | x | x | -7%
CCN(c1ccc(NC(=O)CN2C(=O)NC3(CCOc4ccccc43)C2=O)cc1)C(C)C (stereo unspecified) | -2.1 | 1202 | 17% | 0.62 | -0.069 | 0.77 | 0.059 | i | 26 | i | -1 | i | 2 | 14 | 1.9 | 1.7 | 3.8 | 15%
Cc1ccc(C2CC(C(F)(F)F)n3nc(C(=O)NCc4c(C)nn(C)c4C)c(Cl)c3N2)cc1 (stereo unspecified) | -2.6 | 996 | -2% | 1.8 | -0.13 | 1 | -1.6 | i | 16 | i | -2 | i | -12 | -4 | 2.3 | 1.5 | 10 | 5%

Screening data as filed in PubChem BioAssay.
